NFkB transloc pot: enhancers of NFkB p65 translocation in HUVEC – imaging, IL-1B stimulus, high-content imaging, primary screen. HUVEC IL-1B NFkB p65 nuclear translocation imaging. activation, % at 2 µM. hit rate 0.3% among 94,000;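 active = activation above 40%, about the mean plus 3 SD, also judged a hit on visual image review; inconclusive = activation above 40% but not a hit on visual review; inactive = activation not above 40% and no visual hit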;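 also: percent activation is computed from the nuclear over cytoplasmic p65 intensity ratio; values of inactives mirror those of a sister screen read the other way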
IL1B NFkB inh: inhibitors of IL-1B driven NFkB p65 nuclear import, primary screen, imaging, HUVEC, IL-1B stimulus, high-content imaging; hit rate 0.43% among 94,000; HUVEC IL-1B NFkB p65 nuclear translocation imaging; inhibition, % at 2 µM;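 active = inhibition above about 30% together with a positive call from visual inspection of the well image, limit read from the data; inconclusive = inhibition above a set limit but visual check negative; inactive = inhibition not above a set limit, visual check negative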;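 also: nuclear over cytoplasmic p65 intensity ratio measured by imaging; 0% = IL-1B stimulated DMSO wells and 100% = unstimulated DMSO wells; values of inactives mirror those of a sister screen read the other way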
PLAP inhibitors HTS: PLAP enzyme inhibitors, biochemical, luminescence, HTS (AID 690); Alkaline phosphatase, placental type (Homo sapiens); purified PLAP, luminescent substrate; higher % means a stronger effect; inhibition, % at 20 µM; hits with a dose series show IC50 in µM; hit rate 0.08% among 96,000; in the data active = a potency from the dose series; inactive = the rest, 99 in 100 with inhibition below about 30%; also: strong numbers were not always called active
MRP resist rev: reversal of MRP1-mediated doxorubicin resistance, primary screen, H69AR cells, doxorubicin co-treatment; H69AR cells + 2 uM doxorubicin, CellTiter-Glo, 72 h; differential viability (reversal), % at 10 µM; hit rate 0.04% among 85,000;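 active = viability drop by adding the cancer drug above about 55%, with treated viability meeting a 40% cutoff, limit read from the data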;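 also: viability without doxorubicin minus viability with 2 µM doxorubicin for each compound; larger differential means the compound sensitizes cells more to doxorubicin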
Bcl-B TR3 displacers: displacers of TR3 peptide from Bcl-B, primary screen, selectivity assay for Bfl-1 inhibitor project, biochemical, fluorescence polarization; Bcl-2-like protein 10 (Homo sapiens); FP displacement of FITC-TR3 peptide from Bcl-B; higher % means a stronger effect; displacement, % at 20 µM; hits with a dose series show IC50 in µM; hit rate 0.11% among 96,000; AID 748, 2007;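 active = displacement above 50% at 20 µM plus a fluorescence interference ratio under 1.5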;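 also: plate controls were wells without compound for no effect and wells lacking Bcl-B protein for full effect; a part of the inactive calls stands beside numbers as strong as those of hits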
MRP resist rev cytotoxicity: further read-out of MRP resist rev, marked with its call; viability, %; H69AR cells, CellTiter-Glo, 72 h; measured here: cytotoxicity without doxorubicin
MRP resist rev with doxorubicin: second read-out of MRP resist rev, no call of its own (marks repeat the call); viability, %; measured here: viability with 2 uM doxorubicin; hits give low values
IL1B NFkB inh cell count 2 µM: also measured in IL1B NFkB inh; calls as there; cell count; measured here: cells passing quality filter;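 raw number of nuclei counted in each imaged well without normalization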
NFkB transloc pot cell count 2 µM: further read-out of NFkB transloc pot, marked with its call; cell count; measured here: cells passing quality filter
Numbers without * were called inactive; ? = inconclusive; nt = not tested or not shown. Not all compounds are listed; count on the stated rates, not on these rows.

SMILES | NFkB transloc pot | NFkB transloc pot cell count 2 µM | IL1B NFkB inh | IL1B NFkB inh cell count 2 µM | PLAP inhibitors HTS | MRP resist rev | MRP resist rev cytotoxicity | MRP resist rev with doxorubicin | Bcl-B TR3 displacers
Cc1ccc(S(=O)(=O)NCC(=O)N(CC(=O)NC(C)(C)C)Cc2cccs2)cc1 | 15 | 93 | -15 | 93 | -19% | 11 | 95 | 84 | -11%
COc1ccc(NC(=O)C2CCN(S(=O)(=O)c3ccc(OC)c(OC)c3)CC2)c(OC)c1 | nt | nt | nt | nt | -62% | 11 | 94 | 84 | -8%
CCc1ccccc1N1C(=O)C2CC(C)=C(C)CC2C1=O (stereo not drawn) | 14 | 144 | -14 | 144 | 5% | -6 | 83 | 88 | -9%
O=C(CCCCC(=O)N1CCN(c2ccccc2)CC1)N1CCN(c2ccccc2)CC1 | nt | nt | nt | nt | -55% | 5 | 91 | 86 | 11%
COc1ccccc1CSc1nc2ccccc2[nH]1 | 1 | 144 | -1 | 144 | 6% | nt | nt | nt | -9%
CCCOc1ccc(OCCSc2nnc(N)s2)cc1 | 12 | 128 | -12 | 128 | 20% | -3 | 68 | 71 | 2%
COC(=O)c1sc(NC(=O)COc2ccccc2)nc1C | 4 | 172 | -4 | 172 | 15% | -8 | 96 | 104 | -3%
CCOC(=O)C1=C(CSc2nc(-c3ccccc3)ccc2C#N)OC(N)=C(C#N)C1c1ccccc1 (stereo not drawn) | 20 | 155 | -20 | 155 | -22% | -21 | 48 | 69 | -425%
CCOc1ccc(-c2cc(C(=O)NCCCN3CCN(CC)CC3)c3ccccc3n2)cc1 | -4 | 101 | 4 | 101 | -19% | 11 | 79 | 68 | 16%
CC(Oc1ccc(C(=O)NC2CCCCC2)cc1)C(=O)O (stereo not drawn) | -4 | 105 | 4 | 105 | -11% | -2 | 102 | 104 | -7%
Cc1ccc(CN2CCN(CC(=O)NC(C)CCc3ccccc3)C2=O)cc1 (stereo not drawn) | 32 | 161 | -32 | 161 | -69% | 6 | 98 | 93 | -4%
Cc1ccc(Cn2c(Sc3ncccn3)nc3c2c(=O)[nH]c(=O)n3C)cc1 | nt | nt | nt | nt | 9% | 25 | 121 | 96 | -5%
CS(=O)(=O)N1CCCC(c2nc(-c3ccc(S(=O)(=O)NCc4ccccc4)cc3)no2)C1 (stereo not drawn) | nt | nt | nt | nt | 18% | 3 | 79 | 77 | 3%
CC(=O)Nc1ccc(C(=O)N2CCCC2)cc1 | 7 | 155 | -7 | 155 | -1% | -6 | 66 | 71 | 13%
C=CCN1C(=O)C(CC(=O)Nc2ccc(OC)cc2)N(Cc2ccco2)C1=S (stereo not drawn) | 7 | 158 | -8 | 148 | 8% | nt | nt | nt | -1%
CCn1cc(C(=O)OCC(=O)Nc2c(C)n(C)n(-c3ccccc3)c2=O)c(=O)c2ccc(C)nc21 | 21 | 179 | -21 | 179 | -8% | 10 | 104 | 94 | -3%
O=S(=O)(NCc1ccco1)c1cccc2cccnc12 | -11 | 142 | 11 | 142 | nt | 3 | 99 | 96 | nt
CCCc1cc(=O)[nH]c(SCC(=O)C(C)(C)C)n1 | 2 | 163 | -2 | 163 | -19% | 0 | 89 | 88 | -15%
Cc1ccc(-c2nc(CS(=O)(=O)CC(=O)N3CCCCCC3)c(C)o2)cc1 | nt | nt | nt | nt | -35% | 12 | 87 | 75 | -1%
COC(=O)c1c(C)oc2ccc(NS(=O)(=O)c3cc(OC)ccc3OC)cc12 | -12 | 100 | 12 | 100 | 18% | 28 | 73 | 45 | -10%
C[n+]1ccc(/C=C/c2ccc(Br)cc2)cc1 | 18 | 184 | -18 | 184 | 34% | nt | nt | nt | -8%
COc1ccc(OCC(=O)NC2CC(C)(C)NC(C)(C)C2)cc1 | nt | nt | nt | nt | 1% | -45 | 51 | 96 | -5%
O=C(Cc1ccccc1)NCCSCc1ccco1 | 1 | 55 | -1 | 55 | 0% | 13 | 105 | 92 | -1%
COCCNC(=O)c1ccccc1-c1nc(-c2ccccc2OC)no1 | -10 | 129 | 10 | 129 | -2% | 9 | 84 | 75 | -10%
Cc1conc1NC(c1cccs1)c1ccc2cccnc2c1O (stereo not drawn) | -1 | 120 | 1 | 120 | -59% | -5 | 19 | 24 | 0%
Cc1cc(C(=O)NCc2ccco2)cs1 | nt | nt | nt | nt | 7% | -3 | 95 | 98 | -9%
Cc1ccc2nc(SCC(=O)Nc3c(C)n(C)n(-c4ccccc4)c3=O)[nH]c2c1 | -5 | 72 | 5 | 72 | -84% | 8 | 88 | 80 | -3%
Cc1cccc(C)c1NC1=NC2(CCCCC2)N=C(N)N1 | -10 | 141 | 10 | 141 | -3% | -9 | 99 | 108 | 5%
CCN(CC)CCn1c2ccccc2c2cnc(N)c(C#N)c21 | 5 | 147 | -5 | 147 | -12% | -1 | 29 | 29 | -10%
COC(=O)Cc1cc(=O)n(-c2ccccc2)[nH]1 | -13 | 136 | 13 | 136 | 4% | 19 | 111 | 92 | 5%

By substructure, the compounds so far containing a tert-butyl group (2)
SMILES | NFkB transloc pot | NFkB transloc pot cell count 2 µM | IL1B NFkB inh | IL1B NFkB inh cell count 2 µM | PLAP inhibitors HTS | MRP resist rev | MRP resist rev cytotoxicity | MRP resist rev with doxorubicin | Bcl-B TR3 displacers
Cc1ccc(S(=O)(=O)NCC(=O)N(CC(=O)NC(C)(C)C)Cc2cccs2)cc1 | 15 | 93 | -15 | 93 | -19% | 11 | 95 | 84 | -11%
CCCc1cc(=O)[nH]c(SCC(=O)C(C)(C)C)n1 | 2 | 163 | -2 | 163 | -19% | 0 | 89 | 88 | -15%

Quoted at random: 4 entries already listed
SMILES | NFkB transloc pot | NFkB transloc pot cell count 2 µM | IL1B NFkB inh | IL1B NFkB inh cell count 2 µM | PLAP inhibitors HTS | MRP resist rev | MRP resist rev cytotoxicity | MRP resist rev with doxorubicin | Bcl-B TR3 displacers
CCN(CC)CCn1c2ccccc2c2cnc(N)c(C#N)c21 | 5 | 147 | -5 | 147 | -12% | -1 | 29 | 29 | -10%
COc1ccc(OCC(=O)NC2CC(C)(C)NC(C)(C)C2)cc1 | nt | nt | nt | nt | 1% | -45 | 51 | 96 | -5%
Cc1cc(C(=O)NCc2ccco2)cs1 | nt | nt | nt | nt | 7% | -3 | 95 | 98 | -9%
COC(=O)c1c(C)oc2ccc(NS(=O)(=O)c3cc(OC)ccc3OC)cc12 | -12 | 100 | 12 | 100 | 18% | 28 | 73 | 45 | -10%

More structures:
SMILES | NFkB transloc pot | NFkB transloc pot cell count 2 µM | IL1B NFkB inh | IL1B NFkB inh cell count 2 µM | PLAP inhibitors HTS | MRP resist rev | MRP resist rev cytotoxicity | MRP resist rev with doxorubicin | Bcl-B TR3 displacers
O=C(Nc1c(Cl)cc(Cl)cc1-c1nc2ccccc2s1)c1ccc(Br)o1 | 14 | 172 | -14 | 172 | -22% | 2 | 77 | 75 | -38%
O=C(NCCC1=CCCCC1)C1CCN(S(=O)(=O)N2CCOCC2)CC1 | -2 | 132 | 2 | 132 | -4% | 12 | 105 | 93 | 2%
CC(C)(C)OC(=O)NNC(=S)NCc1ccc(Cl)cc1 | 3 | 148 | -3 | 148 | -26% | nt | nt | nt | 6%
Cn1c(=O)n(Cc2ccccc2)c(=O)c2c1nc1n2CCCN1CCc1ccccc1 | 10 | 166 | -10 | 166 | -62% | 8 | 41 | 32 | 18%
CCC(C)OC(=O)C1=C(C)NC2=C(C(=O)C(C(=O)OC)C(C)C2)C1c1ccc(N(C)C)cc1 (stereo not drawn) | 0 | 154 | 0 | 154 | -29% | 8 | 91 | 83 | 19%
COc1cccc(-c2cc(C(=O)Nc3c(C)nn(Cc4ccccc4C)c3C)no2)c1 | 38 | 100 | -38 | 100 | 7% | -2 | 102 | 104 | 4%
COc1ccc(NC(=O)CSc2ccc3c(c2)OCCO3)cc1OC | -2 | 139 | 2 | 139 | 10% | 2 | 98 | 96 | -13%
c1coc(C2Nc3ccccc3-c3nc4ccccc4n32)c1 (stereo not drawn) | nt | nt | nt | nt | 17% | -33 | 44 | 76 | 3%
CCOc1ccc(OCC)c(NC(=O)CC2Oc3ccc(C)cc3NC2=O)c1 (stereo not drawn) | 0 | 175 | 0 | 175 | 4% | -30 | 43 | 73 | 14%
Cc1ccc(S(=O)(=O)/N=C(\N)Nc2nc(C)c3cc(C)ccc3n2)cc1 | -1 | 120 | 1 | 120 | -9% | nt | nt | nt | -8%
c1ccc2c(c1)oc1c(NCc3ccc4c(c3)OCO4)ncnc12 | nt | nt | nt | nt | 26% | -9 | 89 | 97 | -6%
COc1ccccc1NC(=O)C1CCCCC1 | 10 | 102 | -10 | 102 | 5% | -1 | 94 | 95 | -14%
Cc1cc(C)n(-c2ccc(-n3ccnc3)nn2)n1 | 34 | 153 | -34 | 153 | -24% | 0 | 92 | 92 | 7%
O=C(CCSc1nc(-c2ccc3c(c2)OCO3)cc(C(F)(F)F)n1)NCc1ccccc1 | 3 | 72 | -3 | 72 | nt | -4 | 23 | 28 | nt
C/C(=N/NS(=O)(=O)c1ccc(Br)cc1)c1ccc(NC(=O)c2ccc(C)o2)cc1 | 2 | 119 | -2 | 119 | -12% | nt | nt | nt | -11%
CCCCOC(=O)Nc1ccc(N2CCCCC2)cc1 | 3 | 103 | -4 | 103 | 2% | nt | nt | nt | -11%
COc1ccc(C(=S)N2CCN(C)CC2)cc1Br | 7 | 101 | -7 | 101 | -12% | 14 | 111 | 96 | 5%
Cn1c(N2CCCC2)nc2c1c(=O)n(Cc1ccc(F)cc1)c(=O)n2C | 19 | 82 | -19 | 82 | -13% | -9 | 71 | 80 | -4%
CC1(C)Cc2nc(N)c(C(=O)NCCO)cc2CO1 | nt | nt | nt | nt | -13% | 4 | 93 | 89 | 13%
Cc1ccc(OCC(=O)Nc2ccc(F)cc2)cc1C | 10 | 101 | -10 | 101 | nt | 1 | 96 | 95 | nt
COc1ccc(Cn2c(C)ccc2C)cc1 | -14 | 163 | 14 | 163 | -5% | 5 | 92 | 87 | -32%
Cc1ccccc1C(=O)Nc1cccc(NC(=O)c2ccc(-c3ccc(Br)cc3)o2)c1 | 3 | 180 | -4 | 180 | -49% | -9 | 22 | 31 | 7%
N#CCCN/N=C(/Cc1nc2ccccc2[nH]1)c1ccc(Cl)cc1 | ? | nt | -50 | 155 | -71% | nt | nt | nt | -4%
CCN1CCN(CCCNC(=O)c2cc3c(=O)[nH]c4ccccc4c3s2)CC1 | 18 | 172 | -18 | 172 | -57% | 5 | 99 | 94 | 2%
COc1ccccc1-c1cc(C(=O)Nc2ccccc2SC)no1 | 1 | 93 | -1 | 93 | -10% | -8 | 98 | 106 | 7%
O=C(CN1CCN(Cc2ccc(F)cc2Cl)C1=O)NCCc1ccc(Cl)cc1 | -8 | 206 | 8 | 206 | 15% | -10 | 86 | 95 | 1%
C=CCn1c(O)c(C2=c3ccccc3=NC2=O)s/c1=N/c1nccs1 | 4 | 120 | -4 | 120 | 17% | -4 | 23 | 27 | 3%
CCc1ccc(OCCNC(=O)c2ccccc2SCc2ccccc2)cc1 | -3 | 146 | 3 | 146 | 17% | nt | nt | nt | -18%
O=C(NC1CCCCC1)N1CCSC1=Nc1ccccc1 | -7 | 140 | 7 | 140 | -36% | nt | nt | nt | 10%
CC(c1ccc(Cl)cc1)n1c(-c2ccc3ccccc3n2)n[nH]c1=S (stereo not drawn) | 1 | 133 | -1 | 133 | 3% | nt | nt | nt | -4%
CC(CCc1ccco1)NC(=O)CSc1cc(=O)n(C)c2ccccc12 (stereo not drawn) | 3 | 109 | -3 | 109 | -14% | 11 | 100 | 88 | -10%
COc1ccc(NC(=O)Cn2nnc(-c3ccccc3NC(=O)C3CC3)n2)cc1 | nt | nt | nt | nt | 21% | 2 | 89 | 88 | 2%
